Bioassay records: PubChem BioAssay, several laboratories
Rev-erbA mod: modulators of human Rev-erb alpha DNA binding | P20393 | Rev-erbα–FITC-DNA binding, fluorescence polarization, 90 min | activity, % at 10 µM | 0.79% of 370,000 active;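 active means activity above about 14%, limit read from the data; passing the limit was not always enough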;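 further: 0% = DMSO wells with 35 nM protein and 100% = DMSO wells with 750 nM protein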
hgDAF-12 ag: activates the H. glycines DAF-12 receptor ligand-binding domain; HEK293 GAL4-hgDAF12 UAS-luciferase reporter, agonist luminescence; normalized to butyrate control; activation, % at 6.8 µM; 1.8% of 370,000 active;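 active means activation above a cutoff set at the mean of all screened compounds plus 3 SD, cut at about 10% in these data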;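 further: 0% = DMSO wells and 100% = sodium butyrate wells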
MBD2 inh: blocks human MBD2 binding to methylated DNA; 0.31% of 370,000 active; inhibition, % at 4.4 µM; Q9UBB5; AID 686964; TR-FRET, MBD2 binding to methylated oligonucleotide; in the data active means inhibition above about 13%
hcDAF-12 act: activators of H. contortus DAF-12 nuclear receptor | HEK293 hcDAF-12 lit1-tk-luc reporter, luminescence; 0% DMSO, 100% Δ7-dafachronic acid | activation, % at 6.8 µM | 1.4% of 370,000 active;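 active means activation above the mean of all tested compounds plus 3 SD, cut at about 5.5% in these data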;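 further: 100% = response to 3 µM Δ7-dafachronic acid high control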
PLCg1 inh: PLC-gamma1 (human) inhibition, primary screen. P19174. purified PLC-gamma1, fluorogenic substrate, fluorescence. inhibition, % at 12.2 µM. 0.84% of 370,000 active. AID 720700; in the data active means inhibition above about 9.5%
Target sequence (P19174 whole entry, looked up): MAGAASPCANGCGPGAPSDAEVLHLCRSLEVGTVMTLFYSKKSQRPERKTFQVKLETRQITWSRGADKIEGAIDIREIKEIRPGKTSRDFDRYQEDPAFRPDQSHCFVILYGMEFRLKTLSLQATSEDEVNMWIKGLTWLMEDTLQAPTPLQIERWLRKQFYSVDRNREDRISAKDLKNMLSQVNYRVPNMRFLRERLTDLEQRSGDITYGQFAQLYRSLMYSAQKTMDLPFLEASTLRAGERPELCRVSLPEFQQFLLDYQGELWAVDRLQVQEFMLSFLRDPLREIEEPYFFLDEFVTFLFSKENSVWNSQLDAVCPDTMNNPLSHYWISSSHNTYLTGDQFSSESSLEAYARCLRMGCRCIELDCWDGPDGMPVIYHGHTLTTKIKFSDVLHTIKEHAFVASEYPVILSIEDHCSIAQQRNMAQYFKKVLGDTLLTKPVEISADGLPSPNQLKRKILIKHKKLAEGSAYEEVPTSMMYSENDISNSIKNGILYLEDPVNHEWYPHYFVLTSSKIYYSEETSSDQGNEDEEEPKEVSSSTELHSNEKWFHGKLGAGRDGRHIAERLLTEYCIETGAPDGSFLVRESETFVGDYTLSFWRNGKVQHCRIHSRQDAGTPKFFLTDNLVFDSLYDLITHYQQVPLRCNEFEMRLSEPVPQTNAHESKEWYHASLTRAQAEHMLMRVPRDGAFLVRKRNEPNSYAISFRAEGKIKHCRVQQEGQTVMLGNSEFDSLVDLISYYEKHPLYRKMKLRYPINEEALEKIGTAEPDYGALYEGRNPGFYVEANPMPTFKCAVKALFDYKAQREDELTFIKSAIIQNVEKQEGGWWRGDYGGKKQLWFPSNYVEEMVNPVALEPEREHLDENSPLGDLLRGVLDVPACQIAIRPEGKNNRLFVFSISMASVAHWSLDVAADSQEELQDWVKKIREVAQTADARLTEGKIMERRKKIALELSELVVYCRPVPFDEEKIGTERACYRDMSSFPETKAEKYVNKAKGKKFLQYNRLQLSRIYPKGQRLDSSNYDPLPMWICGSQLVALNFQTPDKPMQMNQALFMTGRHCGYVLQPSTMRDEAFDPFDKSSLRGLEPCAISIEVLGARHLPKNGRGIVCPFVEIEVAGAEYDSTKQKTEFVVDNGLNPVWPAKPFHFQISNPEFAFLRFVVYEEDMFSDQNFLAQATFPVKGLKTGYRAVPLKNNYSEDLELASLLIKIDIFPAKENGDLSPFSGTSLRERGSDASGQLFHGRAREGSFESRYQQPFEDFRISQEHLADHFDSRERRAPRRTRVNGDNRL
PLC-beta3 inh: inhibitors of human phospholipase C beta3. inhibition, % at 12.2 µM. 0.18% of 370,000 active. Purified PLC-beta3, fluorogenic substrate, fluorescence. Q01970; in the data active means inhibition above about 11%;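 further: 0% = median of compound wells on plate and 100% = full blocker control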
ADAM17 inh: inhibitors of human ADAM17; 0.83% of 370,000 active; inhibition, % at 6.95 µM; P78536; AID 720648; recombinant ADAM17, EDANS/DABCYL FRET peptide cleavage;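 active means inhibition above the mean of compounds lying between control limits plus 3 SD, set per campaign, cut at about 8.5% in these data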;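 further: 0% = DMSO-only wells as the low control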
SMARCA2 act: activators of SMARCA2 function | 1% of 370,000 active | activation, % at 9.1 µM | MG213 cells, MMTV-luciferase reporter, dexamethasone, overnight; in the data active means activation above about 7.8%;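 further: 0% = vehicle wells and 100% = reference activator wells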
DAX1 inh-1: blocks DAX1 repression of SF-1 activated StAR promoter; HEK293T StAR-luciferase reporter, SF-1/DAX-1 repression relief; 1.1% of 370,000 active; AID 652010; inhibition, % at 6.8 µM;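 active means inhibition above the mean over all tested compounds plus 3 SD, cut at about 3.6% in these data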;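 further: 0% = DAX-1 cells with DMSO and 100% = cells lacking DAX-1 with DMSO; higher inhibition means more luminescence from relief of DAX-1 repression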
DAX1 inh-2: NR0B1 (DAX1) inhibition | P51843 | HEK293 Gal4-DAX1 luciferase reporter, luminescence | AID 504766 | 0.99% of 340,000 active | inhibition, % at 6.75 µM;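 active means inhibition above the mean over all tested compounds plus 3 SD, cut at about 4.2% in these data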;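 further: 0% = DAX1-transfected cells with DMSO and 100% = empty-vector control cells with DMSO; inhibition shows as a rise in luminescence from relieved DAX1 repression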
ssDAF12 agonist: activators of S. stercoralis DAF-12 nuclear receptor. activation, % at 6.8 µM. 1% of 370,000 active. HEK293 ssDAF-12/GRIP1 lit1-tk-luc reporter, luminescence; % of 3 µM dafachronic acid response;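 active means activation above the mean over all tested compounds plus 3 SD, cut at about 0.9% in these data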;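 further: 0% = DMSO-only wells and 100% = 3 µM delta7-dafachronic acid wells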
Active calls of the source: *; / = no result given; & = joins results of further samples. Not a hit list; overall some 7.4% were active at least once.

SMILES | Rev-erbA mod | hgDAF-12 ag | MBD2 inh | hcDAF-12 act | PLCg1 inh | PLC-beta3 inh | ADAM17 inh | SMARCA2 act | DAX1 inh-1 | DAX1 inh-2 | ssDAF12 agonist
NS(=O)(=O)c1ccc(CCNC(=O)c2ccc(OCC3CCCO3)cc2)cc1 (stereo not drawn) | 1 | -0.9 | 3 | -1.2 | -1 | -8 | -4 | -2 | -0.7 | -0.1 | -0.8
Cn1cncc1C#Cc1ccc2cc(C3(O)CCCCC3)oc(=O)c2c1 | 70* | 2.3 | -2 | -1.4 | 2 | 7 | -1 | 0 | 0.2 | 0.8 | -1.4
O=C(NC1CCN(Cc2ccccc2)CC1)c1[nH]c(C(F)(F)F)nc1-c1ccccc1 | 11&6 | -1.2&1.7 | -3&-2 | -1.4&-0.9 | 3&-3 | 3&1 | -2&-1 | -2&-4 | 0.8&2.4 | / | -1.4&-1.1
Cc1ccc(CN2CCN(CC(=O)O)C2=O)cc1 | -3 | 0.5 | 0 | -0.3 | -4 | 2 | -1 | 1 | 0.3 | 1.5 | -1.5
CC(=O)c1ccccc1NC(=O)COC(=O)C1COc2ccccc2O1 (stereo not drawn) | -10 | 24* | 28* | -1.3 | -8 | -18 | -4 | -1 | -1.6 | 0.7 | -1.4
C=CCN(CC(=O)NC1CCCC1)C(=O)C(=O)Nc1ccc2c(c1)OCCO2 | 0 | 1.5 | 1 | -0.6 | -1 | -3 | 0 | 1 | 0.2 | 1.2 | -0.9
C[C@H]1[C@@H](c2ccccc2)OC(O)([C@H](Cc2ccccc2)NC(=O)OC(C)(C)C)CN1C (stereo partly drawn) | 7 | -0.8 | 1 | -0.6 | 1 | 7 | -1 | / | / | / | -1.6
O=C1CC2(CCCCC2)Oc2ccc(F)cc21 | -4 | 0.9 | -5 | 0.8 | 0 | 0 | -7 | 0 | -0.4 | 1.9 | -1.4
COc1ccc(CNC(=O)c2cccc(S(=O)(=O)N3CCN(c4ccc(F)cc4)CC3)c2)cc1 | 1 | -3.4 | 5 | -2.8 | 1 | -5 | 8 | -3 | -6.0 | -2.0 | -1.2
Cc1ccc(OCc2cc(C(=O)Nc3ccccc3)oc2C)cc1 | 3 | 4.6 | -2 | 1.0 | -3 | 0 | 2 | 0 | -0.6 | 1.2 | -0.6
COc1ccccc1OCc1cc(C(=O)N2CC3C[C@@H]4CC2C[C@H](C3)C4)no1 | 8 | 12* | -5 | 1.0 | -1 | -12 | -3 | 4 | 3.7* | 2.4 | -0.6
CN1C(=O)N(C)C2(CC1(C)C)CC(C)(C)N(C)C(=O)N2C | 1 | -0.7 | 1 | -1.5 | -1 | 2 | -2 | -4 | -0.4 | 0.1 | -1.7
Cc1nc(N)nc(N/N=C/c2c(F)cccc2Cl)n1 | -1 | 1.0 | 1 | 1.5 | 0 | 2 | -8 | 0 | -0.6 | 0.5 | -0.8
COc1cc(CC(=O)N(C)CC(=O)Nc2cc(C)ccc2C)cc(OC)c1OC | 1 | 0.5 | 5 | -0.6 | -1 | -9 | -5 | -1 | -0.1 | 2.6 | -1.6
COc1ccccc1OCC(=O)Nc1c2c(nn1-c1ccc(C)cc1)CS(=O)(=O)C2 | 1 | 5.2 | -1 | 0.1 | -1 | -5 | -3 | 0 | 1.7 | 0.2 | -1.1
O=C(Cc1ccc2c(c1)OCCO2)N1CCN(S(=O)(=O)c2cccc(Cl)c2Cl)CC1 | -6 | -1.1 | 2 | -0.2 | 0 | 2 | 1 | -4 | -0.2 | 2.5 | -1.3
COc1ccccc1Nc1nc(NCCO)nc(N2CCCC2)n1 | 4 | -0.5 | -1 | -1.7 | 4 | 4 | 3 | 0 | -0.7 | -1.3 | -1.3
COc1ccccc1NC(=O)O/N=C(\N)c1ccccc1 | 3 | -2.6 | 2 | 1.2 | 4 | 6 | -1 | 2 | -0.9 | 3.0 | -1.2
COc1ccccc1NC(=O)c1ccccc1NC(=O)c1cc(Cl)ccc1NC(=O)c1ccco1 | 1 | -1.0 | -2 | -0.4 | -9 | -16 | -2 | 3 | -0.1 | 0.3 | -0.9
CC(O)Cn1c(N2CCCC2)nc2c1c(=O)n(C)c(=O)n2C (stereo not drawn) | -6 | 1.2 | 8 | 0.5 | 0 | 1 | -12 | -1 | 0.3 | 1.5 | -1.9
CC(C)n1cnc2c(Nc3cccc(Cl)c3)nc(NCCCO)nc21 | -4 | -2.9 | -1 | -2.6 | -8 | -15 | -4 | 3 | -1.8 | -2.3 | -2.3
COc1ccc(CNc2n[nH]c(NCc3ccc(OC)c(OC)c3)n2)cc1OC | 1 | 3.1 | 0 | -0.8 | 0 | 1 | -3 | 0 | 0.9 | 1.0 | -0.2
COc1cc2[nH]c(=O)n(CCC(=O)N3CC=C(c4ccccc4)CC3)c(=O)c2cc1OC | -2 | 0.0 | 1 | -0.4 | 3 | 0 | -3 | -2 | 0.5 | 0.6 | -1.2
COc1ccccc1C(=O)NC(CCSC)C(=O)NC1CC1 (stereo not drawn) | -2 | -2.0 | -4 | 2.1 | -1 | -5 | -3 | -2 | -2.2 | -0.8 | -1.3
N/C(CSc1nc(-c2ccccc2)c(-c2ccccc2)o1)=N\O | 6 | -1.0 | 3 | -1.7 | -44 | -57 | -8 | 1 | 0.0 | 0.5 | -1.1
CCCCCCCCOC(=O)C[N+](C)(C)C/C=C(/C)Cl | 4 | -0.9 | -6 | 0.7 | 3 | 2 | 1 | -6 | -0.7 | -0.2 | -1.5
CCC(=O)N(c1ccc(C(=O)O)cc1)c1nc(-c2ccc(OC)cc2)c(C)s1 | -6 | 0.5 | -3 | -0.1 | 3 | 2 | 3 | 1 | -0.1 | 0.7 | -1.2
CC(C)(CO)Nc1nc(Cl)nc(NC2CCCCC2)n1 | -3 | 0.2 | -7 | 0.5 | 3 | -9 | -5 | -2 | 0.7 | -0.9 | -1.6
Cc1cccc(C)c1NC(=O)C1c2ccccc2OCC(=O)N1CCc1ccccc1 (stereo not drawn) | 5 | 1.0 | 4 | 1.9 | 2 | -3 | -3 | -5 | 0.4 | / | 0.1
Cc1c(-c2ccc(F)cc2)[n+](=O)c2c(n1[O-])CCCCC2 | 1 | -0.7 | 0 | -0.9 | 0 | 2 | 0 | -4 | 0.4 | -0.4 | -1.6
CC1CCC(C(C)C)C(OC(=O)CSc2nnc(N)s2)C1 (stereo not drawn) | 2 | -2.3 | 0 | -2.7 | 0 | 0 | 4 | 2 | 0.3 | -0.4 | -0.6
COc1ccc(S(=O)(=O)N2CCCCC2)cc1NC(=S)Nc1cccc(Cl)c1C | 4 | -2.5 | -4 | -0.1 | 8 | 4 | 0 | 1 | -0.7 | 0.8 | -1.0
ONC(=Nc1cccc(C(F)(F)F)c1)c1cccnc1 | 1 | -0.3 | 1 | -1.1 | 0 | 1 | 7 | -4 | -0.2 | 1.4 | -1.2
COc1ccc(/C=C\c2cc(OC)c(OC)cc2CC[N+](C)(C)C)cc1OC | -3 | -2.0 | -2 | 0.4 | -25 | -44 | -75 | 1 | -0.4 | 0.0 | -1.2
Cc1nn(C(C)C(=O)c2cccc(Cl)c2)c(C)c1[N+](=O)[O-] (stereo not drawn) | 0 | -1.8 | 1 | 1.7 | 6 | 1 | -1 | 2 | 0.0 | -1.1 | -1.7
CCC(CC)NC(=O)c1ccc(NS(=O)(=O)c2ccc3[nH]c(=O)[nH]c3c2)cc1 | 3 | 0.5 | 2 | -1.2 | 5 | -3 | 1 | -2 | -1.1 | 0.8 | -1.4
CCNC(=O)CC1C(=O)N(c2ccc(F)cc2)C(=O)N1Cc1ccc(OC)cc1 (stereo not drawn) | -3 | 3.0 | 1 | -0.1 | 1 | -3 | -3 | 0 | 2.9 | 2.6 | -1.2
COc1ccccc1NC(=O)OC1CC2CC1[C@H]1CCCCN1[C@H]2C (stereo partly drawn) | 7 | 0.8 | 3 | -0.1 | -6 | -3 | -10 | -2 | 0.9 | / | -0.4
O=C(NCN1C(=O)C2C3C=CC(C3)C2C1=O)Nc1nncs1 (stereo not drawn) | 1 | -1.4 | 2 | -1.4 | 3 | 3 | -2 | 2 | -0.2 | 1.6 | -1.2
CCOC(=O)N1CCN(S(=O)(=O)c2ccc(OC)c(C(=O)N3CCCCC3)c2)CC1 | 4 | -1.7 | -5 | -2.4 | 2 | -3 | 4 | -2 | -0.3 | -0.2 | -0.6

A section of the results above, as a working copy:
SMILES | Rev-erbA mod | hgDAF-12 ag | MBD2 inh | hcDAF-12 act | PLCg1 inh | PLC-beta3 inh | ADAM17 inh | SMARCA2 act | DAX1 inh-1 | DAX1 inh-2 | ssDAF12 agonist
O=C(NCN1C(=O)C2C3C=CC(C3)C2C1=O)Nc1nncs1 (stereo not drawn) | 1 | -1.4 | 2 | -1.4 | 3 | 3 | -2 | 2 | -0.2 | 1.6 | -1.2
CCOC(=O)N1CCN(S(=O)(=O)c2ccc(OC)c(C(=O)N3CCCCC3)c2)CC1 | 4 | -1.7 | -5 | -2.4 | 2 | -3 | 4 | -2 | -0.3 | -0.2 | -0.6

Remaining list, next part
SMILES | Rev-erbA mod | hgDAF-12 ag | MBD2 inh | hcDAF-12 act | PLCg1 inh | PLC-beta3 inh | ADAM17 inh | SMARCA2 act | DAX1 inh-1 | DAX1 inh-2 | ssDAF12 agonist
CCN(C=NC1=NN(c2cccc(C(F)(F)F)c2)CC1)CC | -3 | 3.7 | 0 | 4.2 | -3 | -1 | 0 | 1 | 0.5 | -1.6 | -1.4
Cc1ccc(-n2nc(-c3cccs3)cc2C(=O)NCC2CCCO2)c(C)c1 (stereo not drawn) | -2 | -2.6 | 7 | -3.1 | -3 | -3 | -1 | -4 | -0.5 | -0.1 | -0.9
CC(=O)N1CCOc2ccc(S(=O)(=O)N3CCC(C(=O)Nc4ccc(C)cc4C)CC3)cc21 | -5 | -1.6 | 2 | -0.3 | 0 | -4 | 3 | -2 | 1.6 | -0.3 | -1.1
CCCCN(C(=O)Nc1ccc(Cl)cc1)C1CCN(C(C)=O)CC1 | -4 | -0.7 | 4 | -1.6 | 3 | 2 | 0 | -1 | -0.6 | 0.3 | -1.8
CC1(C(=O)NCc2ccccc2)Cc2c(-c3ccc4c(c3)OCO4)ccnc2O1 (stereo not drawn) | 2 | -3.0 | 3 | 0.8 | -2 | -9 | -17 | -3 | -0.9 | / | -0.8
Cc1ccc(NC(=O)CN(C)C(=O)CCOc2ccccc2C)cc1 | 5 | 2.1 | -4 | -0.6 | -1 | -2 | -6 | -4 | 0.1 | 3.8 | -1.1
O=C(N/N=C/c1ccc(OC(=O)c2ccccc2)c([N+](=O)[O-])c1)c1ccc(O)cc1 | 3 | -0.6 | -5 | -1.1 | 8 | 5 | 2 | -1 | 0.5 | -0.9 | -0.6
NS(=O)(=O)c1ccc(CCNC(=O)CCc2ccccc2)cc1 | -1 | 1.0 | 4 | -0.4 | 2 | -4 | -4 | -1 | 0.3 | / | -1.3
Cc1ccc2[nH]c(-c3ccccc3)c(CN3CCCC3)c(=O)c2c1 | -2 | 4.8 | 2 | -0.6 | -14 | -16 | -6 | -1 | 0.7 | 0.0 | -0.5
COc1cc(C2c3cc4c(cc3C(O)C3COCC23)OCO4)cc(OC)c1OC (stereo not drawn) | 3 | 4.5 | 5 | -0.8 | -9 | -11 | -8 | -1 | -0.4 | 1.5 | -1.1
O=C(COc1ccc(Cl)cc1)Nc1ccccc1CO | -1 | 3.0 | 2 | 0.2 | 1 | -2 | 0 | 4 | -0.5 | 0.3 | -0.6
CCc1nc2c(OCc3ccc(F)c(F)c3)cccn2c1N(C)C(=O)c1ccc(C)cc1 | 2 | -1.1 | -1 | 0.7 | 4 | 2 | 6 | -8 | 0.1 | / | -1.5
